Screening results: PubChem BioAssay, Sanford-Burnham Center for Chemical Genomics
697 NFkB inh: inhibitors of the PMA/ionomycin-induced NF-kB reporter in 697 B cells. 697 B-cell NF-kB luciferase reporter, 16 h. inhibition, % at 4 µM. hit rate 0.33% among 330,000. AID 435022; in the data active means inhibition above about 35%
UBC13 inh: inhibitors of human UBC13 polyubiquitin chain formation. hit rate 0.47% among 330,000. TR-FRET. AID 485273. inhibition, % at 20 µM; in the data active means inhibition above about 45%, passing the limit was not always enough
Target sequence (P61088 whole entry, looked up): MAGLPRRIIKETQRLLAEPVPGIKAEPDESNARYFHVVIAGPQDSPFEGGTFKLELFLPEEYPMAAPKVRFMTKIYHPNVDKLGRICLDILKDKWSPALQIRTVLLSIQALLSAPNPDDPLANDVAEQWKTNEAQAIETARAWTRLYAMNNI
Gli-Sufu block: Gli-Sufu pathway antagonism. Sufu-KO-LIGHT fibroblasts, Gli luciferase reporter luminescence. inhibition, % at 5 µM. hit rate 0.74% among 340,000. AID 588413;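 active means inhibition above about 55%, limit read from the data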;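 further: 0% = DMSO-treated cells and 100% = wells with medium but no cells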
APJ antagonist: antagonists of human APJ apelin receptor; CHO-K1 APJ beta-arrestin complementation, luminescence; hit rate 0.32% among 330,000; P35414; AID 2521; inhibition, % at 20 µM;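 active means inhibition above about 40% at 20 µM, limit read from the data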;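 further: cells challenged with 10 nM apelin-13 agonist together with compound; plate controls were apelin-13 plus DMSO wells for no effect and DMSO wells lacking apelin-13 for full effect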
Target sequence (P35414 whole entry, looked up): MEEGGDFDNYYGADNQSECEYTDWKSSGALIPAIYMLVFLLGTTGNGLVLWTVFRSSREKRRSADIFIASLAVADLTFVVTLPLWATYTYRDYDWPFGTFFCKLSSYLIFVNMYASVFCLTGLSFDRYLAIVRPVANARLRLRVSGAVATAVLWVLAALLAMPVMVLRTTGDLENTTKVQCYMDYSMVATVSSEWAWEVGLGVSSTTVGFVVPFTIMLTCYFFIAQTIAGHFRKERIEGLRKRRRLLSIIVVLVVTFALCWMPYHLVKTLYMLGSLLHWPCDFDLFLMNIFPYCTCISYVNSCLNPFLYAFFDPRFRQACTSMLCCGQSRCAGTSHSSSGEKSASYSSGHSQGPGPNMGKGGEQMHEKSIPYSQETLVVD
Jurkat NFkB inh: inhibitors of the PMA/ionomycin-induced NF-kB reporter in Jurkat cells; hit rate 0.53% among 330,000; PMA/ionomycin-induced NF-kB luciferase reporter, luminescence; inhibition, % at 4 µM; in the data active means inhibition above about 50%
CXCR6 block: CXCR6 (human) receptor inhibition; CHO-K1 PathHunter CXCR6 beta-arrestin, luminescence; hit rate 0.36% among 360,000; O00574; inhibition, % at 20 µM; in the data active means inhibition above about 34%, passing the limit was not always enough;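 further: antagonist mode with CXCL16 agonist at 10 nM final; 0% = 10 nM CXCL16 with DMSO and 100% = unstimulated wells without agonist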
CCR6 antag: antagonists of human CCR6 receptor; CHO-K1 CCR6 PathHunter beta-arrestin, luminescence, CCL20-stimulated; inhibition, % at 20 µM; hit rate 0.49% among 340,000; P51684;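 active means compounds whose inhibition of the agonist-driven luminescence signal at 20 µM reaches about 50%, limit read from the data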;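 further: cells stimulated with CCL20 at 14 nM final; plate controls were DMSO with CCL20 for no effect and DMSO without agonist for full effect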
EBI2 antag: antagonists of human EBI2 receptor | EBI2 beta-arrestin recruitment, luminescence, 7a,25-OHC stimulated | AID 651636 | hit rate 0.81% among 360,000 | P32249 | inhibition, % at 5 µM; in the data active means inhibition above about 38%;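 further: enzyme fragment complementation signal reports receptor beta-arrestin coupling in cells; 0% = agonist plus DMSO wells and 100% = wells without agonist; some results beyond the cut were filed as inactive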
Target sequence (P32249 whole entry, looked up, the tested form may be a part): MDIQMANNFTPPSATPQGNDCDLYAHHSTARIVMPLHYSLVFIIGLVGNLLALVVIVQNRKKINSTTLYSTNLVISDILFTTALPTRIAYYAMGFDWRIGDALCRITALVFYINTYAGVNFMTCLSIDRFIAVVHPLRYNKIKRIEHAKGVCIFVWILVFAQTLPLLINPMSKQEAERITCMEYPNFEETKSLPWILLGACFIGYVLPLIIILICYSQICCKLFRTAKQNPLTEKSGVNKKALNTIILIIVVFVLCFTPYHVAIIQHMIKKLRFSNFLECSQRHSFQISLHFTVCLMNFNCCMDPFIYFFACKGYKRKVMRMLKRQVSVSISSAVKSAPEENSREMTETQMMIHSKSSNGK
Active calls of the source: *; / = not tested or not shown; & = joins results of further samples.

Preview, two compounds:
Second line of a record – CXCR6 block | Gli-Sufu block | EBI2 antag | Jurkat NFkB inh | 697 NFkB inh | CCR6 antag | UBC13 inh | APJ antagonist
CCCC(C(=O)NC1CCCC1)N(CC1CCCO1)C(=O)CNS(=O)(=O)c1ccc(F)cc1 (stereo not drawn)
  0 | 31 | -6 | -2 | -3 | 18 | -4 | -16
O=C(COC(=O)c1ccc(F)cc1)NCc1ccc(F)cc1
  1 | 5 | -3 | -6 | -3 | 7 | 9 | 4

Main list, previewed entries included:
Second line of a record – CXCR6 block | Gli-Sufu block | EBI2 antag | Jurkat NFkB inh | 697 NFkB inh | CCR6 antag | UBC13 inh | APJ antagonist
CCCC(C(=O)NC1CCCC1)N(CC1CCCO1)C(=O)CNS(=O)(=O)c1ccc(F)cc1 (stereo not drawn)
  0 | 31 | -6 | -2 | -3 | 18 | -4 | -16
O=C(COC(=O)c1ccc(F)cc1)NCc1ccc(F)cc1
  1 | 5 | -3 | -6 | -3 | 7 | 9 | 4
O=C(CN1C(=O)C2CC=CCC2C1=O)Nc1cc(C(F)(F)F)ccc1N1CCCC1 (stereo not drawn)
  4 | 8 | 46* | 7 | -6 | 13 | -5 | 27
O=C(COc1ccc(Cl)cc1Cl)N/N=C/c1ccc(OC2OC(CO)C(O)C(O)C2O)cc1 (stereo not drawn)
  2 | 2 | 5 | -6 | 31 | 2 | -2 | -1
COCCNc1oc(-c2ccc(C)cc2)nc1C#N
  -3 | -37 | 10 | -55 | -56 | 10 | 9 | 0
COC(=O)C1=C(C)N(Cc2ccccc2)C(=S)N[C@H]1c1ccccc1
  4 | 8 | 6 | 14 | -3 | 16 | 5 | 16
COc1cc(/C=N/NC(=S)Nc2cccc(S(=O)(=O)N(C)C)c2)ccc1O
  1 | -3 | 7 | -12 | -40 | 14 | -8 | -8
COc1ccc(C(=O)COC(=O)c2ccc(N(C)C)cc2)cc1
  2 | -24 | -6 | -51 | 13 | -9 | 2 | -11
Cc1ccccc1NC(=O)C1C2CCCC1C2c1ccccc1 (stereo not drawn)
  -1 | 3 | 5 | 1 | -38 | 0 | -9 | -12
COc1ccc(CNC(=O)C(C)OC(=O)c2cccs2)cc1 (stereo not drawn)
  1 | 6 | 10 | 18 | 7 | -1 | 6 | 11
C[C@H](CO)N1C[C@H](C)[C@@H](CN(C)C(=O)Nc2ccc(C(F)(F)F)cc2)Oc2c(NC(=O)C3CCCCC3)cccc2C1=O
  8 | -5 | 6 | -6 | 0 | 20 | 14 | -3
COc1ccc(CCNC(=O)CCc2ccc(S(=O)(=O)NC(C)C)cc2)cc1OC
  -7 | -5 | -7 | 11 | -3 | 6 | -4 | -3
CCc1ccc(N2CC(C(=O)NCc3ccco3)CC2=O)cc1 (stereo not drawn)
  -5 | -2 | 1 | 12 | 13 | 6 | 2 | 9
CCOc1cccc2cc(C(=O)Nc3ccccc3-c3ccccc3)c(=O)oc12
  -4 | 0 | -2 | 9 | 8 | 5 | -9 | 3
COCC(=O)N(CCc1ccc(OC)c(OC)c1)Cc1cc2cc(C)ccc2nc1Cl
  -2 | 7 | -15 | 14 | -10 | 14 | -3 | 9
CC(NS(=O)(=O)OCC(Cl)(Cl)Cl)c1ccc(C(C)(C)C)cc1 (stereo not drawn)
  -10 | 10 | -8 | / | / | 21 | / | /
CC(C)C(=O)Nc1ccc(Oc2ccc3c(c2)C(=O)NC3=O)cc1
  -2 | -16 | -8 | -16 | -7 | 6 | -6 | 4
COc1cccc(C2CC(c3ccccc3Cl)n3nc(N)nc3N2)c1 (stereo not drawn)
  -6 | -29 | -4 | -4 | -28 | 15 | -23 | -9
CCc1nc(N2CCN(C(=O)c3ccco3)CC2)c2oc3ccccc3c2n1
  -1 | 4 | 13 | / | / | -3 | / | /
NC(=S)NNC(=O)COc1ccccc1O
  -2 | 7 | -18 | -4 | -27 | 0 | -5 | 1
CCC(=O)c1ccc(OCC(=O)NC2CCN(Cc3ccccc3)CC2)cc1
  1 | -2 | 10 | 19 | -1 | 10 | 2 | -1
CCN=C1S/C(=C\c2ccc(OCC)c(OC)c2)C(=O)N1CC
  0 | 10 | 9 | 20 | -10 | 8 | 8 | -8
COCCCN=Cc1c(-c2ccccc2)[nH]n(-c2nc3ccccc3s2)c1=O
  -1 | -20 | -9 | 10 | 19 | 14 | -6 | 2
O=C(CSc1nnc(NC2CCCCC2)s1)NC1CCS(=O)(=O)C1 (stereo not drawn)
  1 | -4 | 1 | 5 | 1 | 17 | 5 | -1
CCOC(=O)CC(=O)Nc1ccc(C(=O)OCC)cc1
  0 | -6 | 0 | 5 | 19 | 17 | 1 | -7
CC[C@@](C)(NS(=O)(=O)OCC(Cl)(Cl)Cl)c1ccccc1
  -5 | 3 | -6 | -21 | 5 | 16 | 4 | 2
CCCn1nnnc1NC(=O)c1ccc(C)cc1Cl
  5 | -11 | -5 | -10 | -13 | 1 | -5 | 1
CC(C)C(C(=O)Nc1ccccc1F)N1C(=O)c2ccccc2C1=O (stereo not drawn)
  -16 | 9 | 8 | 7 | -26 | 3 | -3 | -2
O=C(NC1CCCC1)C1CCN(C(=O)c2ccccc2Cl)CC1
  1 | -25 | 1 | 8 | 11 | 0 | -2 | 2
CCCc1ccc(OCc2ccc(C(=O)N/N=C/c3cccnc3)o2)cc1
  6 | -130 | 6 | -42 | -198 | -3 | 1 | -39
COc1cc2cc(CN(CCN3CCCC3)C(=O)Nc3ccccc3Cl)c(=O)[nH]c2cc1OC
  3 | -12 | -8 | -27 | 6 | -10 | 7 | -2
COc1ccc(C2C(C(=O)Nc3cccnc3)=C(C)Nc3nc(-c4cccs4)nn32)cc1 (stereo not drawn)
  11 | 3 | 10 | 4 | 12 | 6 | 0 | 9
Cc1nc([N+](=O)[O-])cn1CC(=O)Nc1ccc(F)c(Cl)c1
  2 | -1 | -5 | 1 | 2 | 17 | -8 | 5
CC1=C(C(=O)Nc2cc(C)ccn2)C(c2cnn(C)c2)C2=C(CC(c3ccccc3)CC2=O)N1 (stereo not drawn)
  1 | -7 | -1 | 5 | 26 | 4 | 6 | -2
COC(=O)C(C(=O)N1CCN(C)CC1)C1CCCCCC1 (stereo not drawn)
  -5 | -4 | -7 | 1 | 10 | 13 | -8 | -3
CCn1c(SCC(=O)Nc2sc3c(c2C(N)=O)CCC(C)C3)nnc1-c1ccco1 (stereo not drawn)
  9 | 0 | 2 | 12 | 19 | 7 | 1 | 5
CCOc1ccc(N/C(=N/c2nc(C)cc(C)n2)NC(C)=O)cc1
  -8 | 13 | 10 | 0 | 6 | 10 | 4 | 13
O=C(Cc1c[nH]c2ccccc12)NC1(C(=O)NC2CCCCC2)CCCCC1
  -9 | -3 | -9 | 7 | 12 | 5 | 4 | -1
O=C(NCN1CCN(c2ccccc2)CC1)c1cnccn1
  1 | 3 | -5 | -2 | -3 | -4 | -1 | -19
COCCN(CC(=O)Nc1ccccc1C(F)(F)F)C(=O)/C=C/c1cc(Cl)c2c(c1)OCO2
  -6 | -6 | -1 | 9 | 5 | 6 | 1 | -2
CSc1nc(=S)c2[nH]c(=S)[nH]c2[nH]1
  -12 | 3 | 0 | / | / | -7 | / | /
CN(C)CCCN(C(=O)c1ccc(S(=O)(=O)N2CCCCCC2)cc1)c1nc2cc3c(cc2s1)OCCO3
  10 | 37 | 5 | -59 | -3 | 4 | 86* | 19
Cn1c(=O)c(C(=O)CN2CCN(S(=O)(=O)c3ccccc3)CC2)c(N)n(Cc2ccccc2)c1=O
  -7 | 4 | 4 | -4 | -35 | 3 | -1 | -11
Cc1ccc2ncc([N+](=O)[O-])n2c1
  -7 | -2 | 4 | -4 | 8 | -4 | -2 | 2
Cc1cccc(NC(=O)CN(C)S(=O)(=O)c2ccccc2)n1
  1 | 1 | -12 | 14 | 8 | -20 | 5 | 12
On1c(-c2ccccc2)nc2ncccc21
  5 | 2 | 12 | -3 | -9 | 4 | 0 | -1
O=C(CN1C(=O)c2ccccc2S1(=O)=O)NCCSCc1ccco1
  -12 | 2 | -2 | 4 | 17 | 6 | 6 | 5
CC(C)(Oc1cccc2ccccc12)C(=O)O
  -1 | 6 | -3 | 10 | 20 | -2 | 5 | -3
CCS(=O)(=O)NCc1ccc2[nH]c3c(c2c1)CCCC3
  / | / | / | -18 | 0 | / | -29 | -5
CN(C)C(=O)c1ccc(NC(=O)c2cc(-n3cnnc3)ccc2Cl)cc1
  -7 | -4 | -6 | -9 | -10 | -1 | 7 | 8
O=C1CCCN1CC(CN1CCOCC1)Sc1nnnn1-c1ccccc1 (stereo not drawn)
  -2&12 | -2&-2 | 1&0 | -1 | 16 | 16&-1 | 2 | 3
COc1ccc(CCNC2CC(=O)N(CCc3ccccc3)C2=O)cc1OC (stereo not drawn)
  0 | 10 | -2 | -4 | 3 | -6 | -8 | -27
CCC(=O)N1CCN=C1SCc1ccc(F)cc1
  8 | 3 | 1 | 9 | 3 | 3 | 4 | 4
Cn1c(=O)c2c(nc(CN3CCN(CCO)CC3)n2Cc2ccccc2Cl)n(C)c1=O
  1 | -2 | -3 | -8 | -9 | 3 | -7 | 15
O=C(C[n+]1cc(-c2ccccc2)n2c1CCC2)OCc1ccccc1
  8 | -5 | 3 | 1 | 11 | -31 | 6 | -2
O=C(O)c1ccccc1C(=O)NC1=NN(c2ccccc2)CC1
  6 | 5 | -4 | 2 | 9 | 12 | 3 | 7
COc1ccc(C(N)=S)c(OC)c1
  6 | -8 | -8 | -5 | -1 | 17 | -1 | 14
CC(=O)N1CCc2cc(S(=O)(=O)NCCCN3CCCCC3)ccc21
  -7 | 4 | -13 | -9 | -11 | -14 | 5 | 16
COc1cccc(CN2C(=O)N(C(C)C)C(N(O)C(=O)NC(C)C)C2(C)C)c1OC (stereo not drawn)
  -3 | -1 | 4 | -6 | -3 | 0 | 0 | 15
COc1ccc(C2=NS(=O)(=O)N(C)C(C(=O)Nc3ccc(F)cc3F)=C2)cc1
  3 | 1 | -5 | -8 | 15 | 7 | -4 | 6

Additional results follow.
Second line of a record – CXCR6 block | Gli-Sufu block | EBI2 antag | Jurkat NFkB inh | 697 NFkB inh | CCR6 antag | UBC13 inh | APJ antagonist
COc1ccc(CCNC(=S)NC2CCN(Cc3ccccc3)CC2)cc1OC
  -6 | -34 | 4 | 27 | 10 | 9 | 21 | 0
CC(C)CNC(=O)NC(=O)COC(=O)COc1ccc(Cl)cc1Cl
  -1 | 13 | 11 | -14 | 5 | 6 | -4 | 4
Cc1cccc(C)c1NS(=O)(=O)c1ccc2c(c1)NC(=O)CO2
  1 | 9 | -8 | 10 | 1 | 10 | 1 | -17
CCOc1ccc(CCNC(=O)COC(=O)COc2ccc(C(=O)CC)cc2)cc1OCC
  -2 | -1 | -6 | 5 | 10 | -9 | 1 | 17
CSc1nnc(C)c(=O)n1COC(=O)/C=C/c1ccc2c(c1)OCO2
  -5 | 0 | -7 | -10 | -5 | 7 | 3 | -11
CC(C)C(C)(C#N)NC(=O)CSc1ncnc2sc(-c3ccccc3)cc12 (stereo not drawn)
  1 | 6 | 10 | -20 | -1 | 0 | 3 | 1
O=C(O)c1ccccc1-n1ncc2c1/C(=C/c1ccc(Cl)cc1)CC2
  / | / | / | -9 | -36 | / | -13 | -11
Cc1cc(NC(=S)Nc2ccccc2)ccc1Br
  9 | -2 | -9 | 2 | 10 | 27 | 9 | 10
CCOc1nc2cnccc2n(CC(=O)Nc2cccc(C)c2C)c1=O
  -2 | 7 | 2 | -1 | 16 | -1 | 2 | 16
Cc1cccc(N(CC(O)CN(C)C)S(=O)(=O)c2ccccc2)c1 (stereo not drawn)
  -4 | 4 | -4 | 1 | -7 | -2 | -8 | -1
CCn1ccnc1CN(C)C(=O)C1CCC(=O)N(Cc2cccc(C(F)(F)F)c2)C1 (stereo not drawn)
  -4 | -2 | -5 | 14 | 0 | 7 | -3 | -12
CN(C)S(=O)(=O)c1ccc(S(=O)(=O)N(CC(=O)Nc2ccccc2)Cc2ccco2)cc1
  -4 | -2 | 3 | -28 | -29 | -8 | -14 | -2

Hits appear at their usual frequency. Share with any hit: about 3%.
